# Source: PubChem BioAssay (several laboratories)
# HSF1 activator: increases HSF-1 driven luciferase reporter signal; NIH3T3-HGL HSF-1 luciferase reporter, MG132, 8 h; 100% = twice DMSO control signal; activation, % at 9 µM; actives 1.7% (n = 300,000); AID 504408;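 active = mean replicate activation of at least 50% with a set share of replicates each reaching 50%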;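 note: 0% = median of the neutral control wells and 100% = twice that signal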
# AI-2 QS mod: modulates the Vibrio harveyi AI-2 quorum sensing system | actives 0.4% (n = 300,000) | activity change, % at 7.5 µM | Vibrio harveyi JMH597 AI-2 luminescence/OD600 ratio, 9 h; active compounds read low; strain lacks LuxN and CqsS sensors; 0 = neutral-control median | AID 2094; in the data active = activity change below about -75%, passing the limit was not always enough;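 note: luminescence divided by OD600 gain over 9 h not by final OD600 alone; inactives centre near 13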
# GSK3 alpha inh: inhibitors of human GSK-3 alpha kinase; P49840; ADP-Glo luminescence, 60 min; inhibition, % at 10 µM; actives 0.1% (n = 320,000);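 in the data active = inhibition above about 50%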;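 note: GST-tagged GSK-3 alpha with peptide substrate and 25 µM ATP; 0% = DMSO neutral wells and 100% = GW8510 positive control wells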
# PolyA inhibitor: inhibitors of polyadenylation in S. cerevisiae. actives 0.02% (n = 300,000). calls only at 12 µM. S. cerevisiae SKY197-pL101 polyadenylation reporter, beta-gal luminescence; efflux-impaired pdr1/pdr3 knockout yeast; score 100 = 6 SD above DMSO;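 active = lowest replicate activity score at least 50, where 100 means six control SD above control mean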;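 note: yeast exposed to compound for 9 h at 30 °C; higher score means more reporter readthrough which indicates perturbed polyadenylation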
# Platelet DG rel: modulates dense granule release in human platelets; inhibition, %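 (compounds screened at 7.5 µM in platelet-rich plasma)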; actives 0.22% (n = 300,000); human platelet-rich plasma, SFLLRN dense granule ATP release, luminescence;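 active = mean replicate score, as percent of positive control, at or above 50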
# HDAC3 inh: inhibitors of human histone deacetylase 3; recombinant HDAC3, fluorogenic peptide/trypsin coupled, fluorescence; actives 0.15% (n = 320,000); inhibition, % at 8.3 µM; O15379; in the data active = inhibition above about 26%, passing the limit was not always enough
# Target sequence (O15379 whole entry, looked up): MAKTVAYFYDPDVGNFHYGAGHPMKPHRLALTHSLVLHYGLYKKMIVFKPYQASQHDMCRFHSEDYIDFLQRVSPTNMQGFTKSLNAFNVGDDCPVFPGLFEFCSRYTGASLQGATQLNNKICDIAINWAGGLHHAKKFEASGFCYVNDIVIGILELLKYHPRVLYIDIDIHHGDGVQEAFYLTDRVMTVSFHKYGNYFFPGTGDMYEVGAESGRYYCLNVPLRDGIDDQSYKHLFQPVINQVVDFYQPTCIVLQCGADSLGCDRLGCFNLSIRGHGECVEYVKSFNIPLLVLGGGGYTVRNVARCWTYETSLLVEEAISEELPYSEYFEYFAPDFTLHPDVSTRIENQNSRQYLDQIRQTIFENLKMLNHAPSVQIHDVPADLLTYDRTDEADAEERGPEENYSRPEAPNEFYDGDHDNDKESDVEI
# HSF1 inhib: HSF1 inhibition. NIH3T3-HGL HSE-luciferase, MG132-induced, luminescence 8 h; active compounds read low. activity change, negative = inhibition, % at 7.5 µM (by protocol). actives 0.77% (n = 300,000). AID 2098;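 active = more than half of replicate wells show activity change below -50%, luminescence cut by over half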;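 note: luciferase reports HSF-1 transcriptional activity via heat shock element; 0% = median of DMSO wells and -100% = zero luminescence signal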
# HSP90 refold inh: HSP90 refolding inhibition in rabbit reticulocyte lysate; luciferase refolding luminescence, 3 h; inhibition, % at 5.6 µM; actives 0.91% (n = 290,000);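 active = inhibition above the screen-wide mean plus 3 SD, computed separately per campaign, cut at about 16% in these data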;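 note: 0% = DMSO wells and 100% = 60 µM geldanamycin wells; inhibitors lower the luminescence because luciferase stays unfolded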
# GSK3beta inhib: inhibitors of human GSK3beta kinase | GST-GSK3beta kinase, ADP-Glo luminescence, 60 min; active compounds read low | activity score (negative = inhibition), % at 10 µM | actives 0.038% (n = 300,000) | AID 2097;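 active = more than half of replicate wells score below -50%, meaning over 50% inhibition versus plate controls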;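 note: 0% = median DMSO wells and -100% = median GW8510 positive control wells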
# Target sequence (P49841 whole entry, looked up): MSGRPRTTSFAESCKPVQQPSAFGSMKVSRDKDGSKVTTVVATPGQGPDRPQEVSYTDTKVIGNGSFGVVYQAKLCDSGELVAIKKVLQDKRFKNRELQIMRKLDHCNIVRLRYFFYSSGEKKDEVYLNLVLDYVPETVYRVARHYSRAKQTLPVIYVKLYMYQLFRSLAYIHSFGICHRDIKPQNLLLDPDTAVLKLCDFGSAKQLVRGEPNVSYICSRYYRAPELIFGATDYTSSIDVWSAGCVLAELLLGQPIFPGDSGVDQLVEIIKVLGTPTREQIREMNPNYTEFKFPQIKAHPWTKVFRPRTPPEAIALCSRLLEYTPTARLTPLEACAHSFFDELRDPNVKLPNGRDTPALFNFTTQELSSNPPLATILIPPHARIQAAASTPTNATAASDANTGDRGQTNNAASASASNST
#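 Assay system: GST-tagged human GSK3beta kinase, cell-free; Input: 1.6 ng GSK3beta; Medium: Tris/MgCl2 kinase buffer; Timing: 60 min enzyme reaction, room temperature; Signal: ADP-Glo luminescence quantifying ADP generated by kinase; Evaluation: score relative to plate controls; Benchmarks: DMSO neutral wells and GW8510 at 20 µM as positive.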
# DYRK1A inh: blocks rat Dyrk1A kinase activity. ADP-Glo luminescence, NFATc1 peptide. AID 504441. actives 0.43% (n = 310,000). inhibition, % at 12.5 µM; in the data active = inhibition above about 50%;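 note: plate controls were vehicle with enzyme for no effect and no enzyme for full effect; many of its hits are not listed in these tables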
# * marks the source's active call; other numbers are inactive results; i = inactive; / = not tested or not shown. Not all compounds are listed. The share of hits here may be higher or lower than overall.
SMILES,HSF1 activator,AI-2 QS mod,GSK3 alpha inh,PolyA inhibitor,Platelet DG rel,HDAC3 inh,HSF1 inhib,HSP90 refold inh,GSK3beta inhib,DYRK1A inh
Cc1ccc(NC(=O)NC2CCCN2S(=O)(=O)c2ccc(Cl)cc2)cc1 (centres undefined),1,18,3,i,-7,1,-1,0,0,5
COc1cc(/C=C(\C#N)C(=O)Nc2cccc(C(=O)O)c2)ccc1OCc1ccc(Cl)cc1,113*,36,0,i,-1,3,75,-2,0,6
CCN(CC)c1ccc(C=C2C(=O)OC(C)(C(C)(C)C)OC2=O)cc1 (centres undefined),30,10,-3,i,-1,6,12,/,2,5
COc1cc(OC)cc(C(=O)/C=C2\Sc3ccccc3N2C)c1,13,19,-1,i,2,13,20,3,-1,-3
COCCN(CCOC)C(=O)c1c[nH]c2ccc(S(=O)(=O)N(C)c3ccc(F)cc3)cc2c1=O,-8,34,-4,i,11,6,-3,1,2,-10
CS(=O)(=O)N(CC(=O)N1CCCCCC1)c1ccccc1,-5,35,0,i,-1,-2,0,7,-2,0
Cc1cc(Cl)ccc1OCC(=O)NCCOC(=O)Nc1sc(=S)n(C)c1C,0,14,0,i,-3,2,-10,-2,-6,3
COCC(=O)N(Cc1ccccc1)c1ccccn1,38,25,-5,i,3,-3,4,-1,-3,-9
CN(c1cccc(NC(=O)CCSc2ccccc2)c1)S(C)(=O)=O,10,7,-1,i,4,8,21,-6,-2,/
CCOc1ccc(-c2cc(CCCC(=O)Nc3cc(OC)ccc3OC)no2)cc1,-28,13,3,i,4,6,-19,1,2,-5
O=C(O)/C(=C\c1ccc(F)cc1)c1ccc(-c2ccccc2)cc1,34,54,1,i,-4,7,3,-4,4,7
CCOC(=O)NC(=O)/C(C#N)=N\Nc1cccc(Cl)c1,-25,5,-2,i,4,1,0,-3,0,5
COc1ccc(OC)c(C2=NOC(C(=O)Nc3cccc(C(C)=O)c3)C2)c1 (centres undefined),-1,21,-3,i,5,-9,2,-2,-2,2
Cc1ccc(COC(=O)c2ccc3c(c2)C(=O)N(CCCN2CCOCC2)C3=O)cc1,-3,8,0,i,-3,4,-1,0,2,-2
CCc1ccc(NC(=O)c2cc3c(C)nc4ccccc4c3o2)cc1,0,1,-3,i,-5,6,1,1,1,2
O=C(CNC(=O)c1ccc(Br)o1)NC12CC3CC(CC(C3)C1)C2,-10,31,-1,i,0,-1,4,-1,1,3
COc1ccc(S(=O)(=O)NCC(c2ccco2)N2CCc3ccccc32)cc1 (centres undefined),4,12,1,i,3,5,7,/,-1,16
Cc1ccc(C)c(NC(=O)CCc2nnc3ccc(N4CCCCC4)nn23)c1,3,-4,-2,i,-1,1,3,-4,2,-8
COc1cccc(NC(=O)C2CCN(S(=O)(=O)c3ccc4c(c3)N(C(C)=O)CCO4)CC2)c1,2,12,2,i,-3,-5,-6,-1,2,6
O=C1c2cccc(O)c2C(=O)c2c(O)cccc21,10,2,1,i,7,-6,-3,-1,2,/
CN1C(=O)NC(NS(=O)(=O)c2ccc(N)cc2)(C(F)(F)F)C1=O (centres undefined),-1,19,-2,i,-9,3,-8,-1,3,-5
Cc1ccc(S(=O)(=O)C(C#N)=C2N(C)c3ccccc3N2C)cc1,1,2,5,i,-3,-1,-1,0,-21,/
CCO[C@H]1OC(C(=O)NC2CC2)=C[C@@H](C2CC2)[C@@H]1CCCO,17,9,-2,i,-1,3,-4,13,4,8
COC(=O)c1ccc(CSc2nc3c(c(=O)n2-c2ccc(C)cc2)SCC3)o1,-2,17,1,i,10,-2,2,-2,1,-2
CC(C)NC(=O)CN1CCN(Cc2nc(-c3cccs3)no2)CC1,22,2,/,i,5,-2,3,1,1,-8
CCOC(=O)c1c(-c2cccc(C)c2)csc1NC(=O)c1c(-c2ccccc2)noc1C,29,1,0,i,2,0,19,2,1,8
CC(=O)NC(Cc1c[nH]c2ccccc12)C(=O)O (centres undefined),56*,-21,1,i,-9,-3,27,-7,3,8
CSc1nc(Cl)cc(Nc2ccccc2N)n1,/,3,1,i,4,3,/,-2,2,-1
O=S(=O)(NC1CC1)c1ccc(S(=O)(=O)N(Cc2ccccn2)C2CC2)cc1,-11,33,-2,i,3,6,-2,3,-1,-3
Cc1cc(C)cc(N(CC(=O)N2CCOCC2)S(=O)(=O)c2ccccc2)c1,-4,16,-2,i,0,-2,-1,3,-2,-6
CC(Sc1nc2cc(Cl)ccc2s1)C(=O)Nc1cccc(S(=O)(=O)N2CCOCC2)c1 (centres undefined),48,-8,-2,i,-9,10,18,-1,3,14
CCOC(=O)CNC(=O)CSc1nnc(Cn2cnc3ccccc32)n1C,-5,33,-2,i,-2,-11,1,1,9,4
CC(C)c1cccc(C(C)C)c1NC(=O)CNCC(O)c1ccccc1 (centres undefined),-2,4,-2,i,0,-1,0,-2,1,1
CC1(C)CC(=O)/C(=C(/O)Cc2ccccc2)C(=NCCc2ccccc2)C1,9,11,0,i,-12,0,1,-2,3,1
COc1ccc(CNC(=O)c2ccc(NS(=O)(=O)c3c(C)noc3C)cc2)cc1,-9,9,-2,i,5,5,-2,1,-2,1
Cc1cccc(NC(=O)/C(C#N)=C/c2cn(CC(=O)NCc3ccco3)c3ccccc23)c1C,61*,2,2,i,13,4,31,2,-2,5
Cn1cc(Cl)c(C(=O)Nc2nc3ccc(Cl)cc3s2)n1,57*,25,-2,i,8,-11,23,-2,1,8
N/C(CN1CCSCC1)=N\OCc1c(F)cccc1Cl,-1,31,0,i,0,2,-2,-3,0,-4
CCCCN(C(=O)c1ccc(N2CCCC2=O)cc1)c1c(N)n(Cc2ccccc2)c(=O)[nH]c1=O,-31,/,-1,i,-14,6,-25,/,/,-5
C/C=C/C=N/Nc1nc(C)cc(=O)[nH]1,-7,12,-1,i,-1,0,-9,-1,0,-2
CCCCCCn1c(Br)nc2c1c(=O)n(C)c(=O)n2C,4,9,0,i,1,4,8,-1,2,-1
CCOc1ccccc1NS(=O)(=O)c1cn(C)nc1C,2,-4,3,i,-5,-4,3,-1,-2,-7
CC(OC(=O)c1ccncc1)C(=O)Nc1cc(S(=O)(=O)N2CCCCC2)ccc1Cl (centres undefined),-14,12,/,i,-20,/,2,-3,-24,14
CC(C)c1ccc(Nc2nnc(SCC(=O)c3nnc(-c4ccccc4)o3)s2)cc1,/,/,1,/,/,-2,/,1,/,-8
CC1CC(C)CN(CC(=O)Nc2ccc(S(N)(=O)=O)cc2)C1 (centres undefined),1,15,17,i,-7,2,0,2,2,9
CC(=O)C1=C(C)NC(=S)NC1c1cc([N+](=O)[O-])ccc1O (centres undefined),2,16,-2,i,1,5,-5,-2,-5,-1
CCCN(CC1CC1)C(=O)COC(=O)c1[nH]c(C)c(C(=O)OCC)c1C,5,12,-1,i,-6,9,-2,1,3,0
CC(=O)Nc1ccc(S(=O)(=O)N2CCN(Cc3nc4sc(C)c(C)c4c(=O)[nH]3)CC2)cc1,0,34,-2,i,7,/,2,-2,1,-8
CCn1c(O)c(N=NC(=O)Cn2ccc(C(F)(F)F)n2)c2ccccc21,-2,13,1,i,3,4,-2,4,1,0
O=C(NCc1ccc(Cl)cc1)C1CCCCN1S(=O)(=O)c1ccccc1 (centres undefined),12,31,-2,i,0,-6,-1,-2,2,3
CC12OC1C1(O)CCCC1=CC2=O (centres undefined),10,-7,3,i,2,5,-1,3,4,/
CCc1cc(C(=O)OC)c(NC(=O)CC2SC(N)=NC2=O)s1 (centres undefined),-32,17,3,i,-2,-10,-10,3,3,-1
Fc1ccc(OCc2cc(-c3ccccc3)no2)cc1,51*,-95*,-1,i,1,-3,26,4,2,-1
C(#Cc1ccccc1)C[N+]1(CC#Cc2ccccc2)CCCCC1,-13,7,-1,i,5,7,-10,0,-3,-3
CCn1nc(NS(=O)(=O)c2ccc([N+](=O)[O-])cc2)c2cc3cc(C)ccc3nc21,14,23,2,i,16,2,16,0,1,-2
Cc1cnc(NC(=O)CSc2nnc(Cc3ccccc3)o2)s1,-6,20,1,i,-11,0,8,1,-1,8
Cc1[nH]c2ccccc2c1C(=O)COC(=O)CCS(=O)(=O)c1ccccc1Cl,5,6,-2,i,-1,3,2,-2,2,5
Cc1csc2nc(CCNS(=O)(=O)c3ccc4c(c3)OCCO4)cn12,-15,9,-2,i,2,-2,-2,-2,-1,-9
Cn1ncc2c(N3CCOCC3)ncnc21,-9,23,1,i,-5,-4,-10,-1,1,25
COc1ccccc1CNC(=O)C/C(C)=N/NC(=O)Cc1ccc(Cl)cc1,-24,-11,1,i,10,-3,-8,-4,1,0

# Compounds from the list above that contain a nitro group on carbon, in the order listed:
SMILES,HSF1 activator,AI-2 QS mod,GSK3 alpha inh,PolyA inhibitor,Platelet DG rel,HDAC3 inh,HSF1 inhib,HSP90 refold inh,GSK3beta inhib,DYRK1A inh
CC(=O)C1=C(C)NC(=S)NC1c1cc([N+](=O)[O-])ccc1O (centres undefined),2,16,-2,i,1,5,-5,-2,-5,-1
CCn1nc(NS(=O)(=O)c2ccc([N+](=O)[O-])cc2)c2cc3cc(C)ccc3nc21,14,23,2,i,16,2,16,0,1,-2

# (further entries)
SMILES,HSF1 activator,AI-2 QS mod,GSK3 alpha inh,PolyA inhibitor,Platelet DG rel,HDAC3 inh,HSF1 inhib,HSP90 refold inh,GSK3beta inhib,DYRK1A inh
COc1cc(S(=O)(=O)N2CCN(c3ccccc3F)CC2)ccc1Cl,13,14,1,i,5,-1,2,4,0,0
COc1cc2c(cc1OC)CN(CC(=O)Nc1ccc3c(c1)OC(F)(F)O3)CC2,0,15,-3,i,10,4,-3,0,1,3
CCOC(=O)NC(=S)Nc1ccc(OC)cc1,-3,3,0,i,-3,-2,1,-1,3,2
Cc1ccc(NC(=S)NCC2CCCO2)cc1 (centres undefined),5,9,-1,i,-25,-14,0,3,2,2
O=C(OCC(=O)N1CCN(C(=O)c2ccco2)CC1)c1ccccc1,16,10,/,i,-14,/,8,3,1,/
COc1ccc(C(=O)NCC(=O)OCc2cccc(Br)c2)cc1,9,20,3,i,4,1,-10,1,3,4
COc1cccc(OCc2cc(C(=O)N3CCCC3c3ccccn3)no2)c1 (centres undefined),9,20,-2,i,0,0,24,5,2,7
COC1(OC)C(=N/O)/C(=N\O)CCC1O (centres undefined),-12,8,0,/,-1,4,-6,0,1,2
O=C(NCCCN1CCOCC1)c1cc(-c2ccc3c(c2)OCO3)nc2ccccc12,10,5,-1,i,-18,2,-3,1,-1,6
CCN1C(=NCCN2CCOCC2)N[C@@H](c2ccccc2)C(C(=O)OC)=C1C,8,11,-1,i,0,-5,-3,2,0,2
COc1ccccc1/C=N/NC(=O)CC(=O)Nc1ccc(Cl)c(Cl)c1,-2,8,-1,i,0,-3,7,0,2,-1
CCOc1ccc(C(CC(=O)O)NC(=O)COc2ccccc2)cc1 (centres undefined),-5,5,-4,i,-8,-2,-9,4,1,10
COc1cc(C2c3[nH]c4ccccc4c3CCN2Cc2cn(C)nc2C)ccc1F (centres undefined),11,-4,-1,i,-1,2,-5,-2,0,-1
